Screens as filed in PubChem.
TPT1 inhibitor – blocks Candida albicans tRNA 2'-phosphotransferase; recombinant caTPT1, FP RNA substrate dephosphorylation; actives 0.81% (n = 300,000); inhibition, % at 5 µM;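 active = inhibition above the mean of all tested compounds plus 3 SD, set per screening campaign, cut at about 24% in these data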;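 also: plate controls were DMSO alone for no effect and ferristatin control at 100 nM for full effect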
PP5 primary – inhibitors of human protein phosphatase 5 (PP5); P53041; purified PP5c, OMFP substrate fluorescence; inhibition, % at 6.7 µM; actives 0.18% (n = 320,000); AID 1987;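 active = inhibition above the campaign's mean inhibition across all tested compounds plus 3 SD, cut at about 9.5% in these data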;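 also: 0% = DMSO only and 100% = 100 µM cantharidin control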
Target sequence (P53041 whole entry, looked up): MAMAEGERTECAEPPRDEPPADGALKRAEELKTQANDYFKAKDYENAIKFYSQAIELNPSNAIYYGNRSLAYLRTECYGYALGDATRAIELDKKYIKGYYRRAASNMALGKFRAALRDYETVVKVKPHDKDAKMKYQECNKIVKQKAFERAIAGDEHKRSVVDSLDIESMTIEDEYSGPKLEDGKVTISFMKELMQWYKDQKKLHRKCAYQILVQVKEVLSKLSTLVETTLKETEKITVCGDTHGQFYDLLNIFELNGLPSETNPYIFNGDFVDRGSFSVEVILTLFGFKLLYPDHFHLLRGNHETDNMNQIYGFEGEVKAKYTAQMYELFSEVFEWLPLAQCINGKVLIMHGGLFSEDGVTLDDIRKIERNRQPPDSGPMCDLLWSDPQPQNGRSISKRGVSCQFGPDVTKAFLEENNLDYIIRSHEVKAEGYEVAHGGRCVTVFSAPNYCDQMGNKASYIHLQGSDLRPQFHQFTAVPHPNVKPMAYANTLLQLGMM
ZTA counter – blocks Epstein-Barr virus ZTA, an EBNA-1 counter-screen | P03206 | ZTA-DNA binding, fluorescence polarization | inhibition, % at 11 µM | actives 0.15% (n = 320,000) | AID 2234; in the data active = inhibition above about 33%
EBNA-1 inh – blocks EBNA-1 binding to DNA; EBNA-1 DNA binding, fluorescence polarization; inhibition, % at 14.8 µM; actives 0.34% (n = 300,000); in the data active = inhibition above about 28%
GASC-1 inh – inhibitors of human GASC-1 (JMJD2C) demethylase. Q9H3R0. GST-JMJD2C(1-420) H3K9me3 demethylation, DELFIA europium. inhibition, % at 2.35 µM. actives 0.069% (n = 330,000). AID 2099;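 active = more than half of a compound's replicate wells show inhibition beyond 50%, single wells judged on their own value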;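 also: signal counts dimethyl H3K9 product captured on neutravidin plate; 0% = median of DMSO wells and 100% = 0.3 times that DMSO median; strong numbers were not always called active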
Target sequence (Q9H3R0 1-420 limits assumed): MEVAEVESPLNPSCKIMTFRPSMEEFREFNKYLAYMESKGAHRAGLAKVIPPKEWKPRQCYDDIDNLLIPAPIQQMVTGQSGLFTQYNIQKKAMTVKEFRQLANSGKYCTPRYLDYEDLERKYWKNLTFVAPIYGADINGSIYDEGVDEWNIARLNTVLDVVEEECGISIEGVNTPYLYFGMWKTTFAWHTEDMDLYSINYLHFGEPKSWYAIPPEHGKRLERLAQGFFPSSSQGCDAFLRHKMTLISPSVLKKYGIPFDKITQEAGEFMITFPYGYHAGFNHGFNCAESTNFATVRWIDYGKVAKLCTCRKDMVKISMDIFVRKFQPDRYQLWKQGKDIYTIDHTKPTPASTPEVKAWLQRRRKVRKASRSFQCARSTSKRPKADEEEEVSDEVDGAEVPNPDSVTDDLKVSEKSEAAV
PP1 counter – blocks human PP1-alpha phosphatase, a PP5 counter-screen. inhibition, % at 6.7 µM. P62136. AID 2235. purified PP1alpha, OMFP fluorescence. actives 0.9% (n = 320,000);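 active = inhibition above the mean inhibition of all tested compounds plus 3 SD, computed separately for each screening campaign, cut at about 15% in these data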
HCV core dimer – blocks dimerization of HCV core protein. TR-FRET GST/Flag-core106 dimerization, 1536-well. inhibition, % at 5 µM. actives 0.33% (n = 300,000). AID 1899;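 active = inhibition above the mean of all tested compounds plus 3 SD, set per screening campaign, cut at about 45% in these data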
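Test system: GST/Flag-tagged HCV core106 proteins; Medium: KF-containing HEPES buffer, pH 7.45, DTT, CHAPS, BSA; Times: compound-protein-antibody incubation 4 h at 22.5 °C; Detection: TR-FRET 671 and 617 nm emission; Benchmarks: wells lacking GST-core106 and wells with excess unlabelled core106.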
CTSL1 counter – cathepsin L1 inhibition, PFM18AAP counter-screen. inhibition, % at 5.96 µM. AID 1906. recombinant F. hepatica cathepsin L1, Z-Leu-Arg-MCA fluorescence. actives 0.49% (n = 300,000);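 active = inhibition above the mean of all tested compounds plus 3 SD, set per screening campaign, cut at about 17% in these data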;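 also: 0% = plate median of test compound wells and 100% = 1 µM Z-Phe-Ala-diazomethylketone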
CR mimetic SO – yeast age-related superoxide inhibition as caloric restriction mimetic | actives 0.18% (n = 330,000) | S. cerevisiae aged cells, superoxide DHE fluorescence; active compounds read low | superoxide response (% of plate mean), % at 10 µM;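 active = superoxide response under a set limit, about three screen SD below normal, cut at about 65% in these data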;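 also: yeast aged for seven days with compound at 30 °C before DHE staining; 100% = average MFI of all compound-treated wells on the plate with controls excluded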
* = called active by the depositor; i = inactive; . = no result given. Random draw from the library; 3.1% or so of the library scored in one or more.

SMILES | TPT1 inhibitor | PP5 primary | ZTA counter | EBNA-1 inh | GASC-1 inh | PP1 counter | HCV core dimer | CTSL1 counter | CR mimetic SO
CCCCCNC(=O)CCn1c(=O)oc2ccccc21 | -2 | 2.6 | -13 | -6 | -7 | 1 | -6 | 0 | 92
N#Cc1cccc(NC(=O)Cn2c3[n+](c4ccc(C(F)(F)F)cc42)CCCCC3)c1 | 1 | 2.7 | -5 | -9 | -1 | -4 | -1 | -3 | 91
Oc1ccc(CN2CCN(c3ccccc3)CC2)c2cccnc12 | 0 | 5.5 | 11 | 7 | -35 | 7 | -2 | 3 | 100
O=C(NCC(=O)N(CC1CCCO1)C(C(=O)NC1CCCCC1)c1ccccc1)c1cccs1 (centres undefined) | -1 | -0.1 | 0 | -5 | 10 | -2 | -5 | -1 | 102
Cn1cc(C(=O)c2ccc(Cl)cc2Cl)cc1C(=O)O | 3 | 3.5 | 21 | -5 | -1 | 2 | 0 | 1 | 101
COc1ccc(S(=O)(=O)c2ccc(O)cc2)cc1 | 1 | 1.4 | -11 | -10 | 3 | -2 | 1 | 1 | 97
NS(=O)(=O)c1ccc(CCNC(=O)CSc2ccc(Cl)cc2)cc1 | -33 | -0.4 | -5 | 4 | 0 | 4 | -18 | -1 | 92
CNc1ncnc2sc(-c3ccccc3)cc12 | 0 | 0.5 | -5 | 2 | -18 | 1 | -2 | -1 | 83
Cc1ccccc1NC(=O)/C(C#N)=C\c1ccsc1 | -1 | 3.8 | -5 | -5 | -9 | 9 | -12 | 3 | 99
COc1ccc(C(=O)COC(=O)CCN2C(=O)[C@@H]3[C@H](C2=O)[C@@H]2C[C@H]3C(Br)C2Br)cc1 (some centres undefined) | 3 | 3.4 | 5 | -9 | 5 | -4 | -2 | 2 | 95
O=C(CS(=O)(=O)Cc1ccccc1)Nc1ccccc1Cl | -1 | 0.8 | -4 | 1 | -12 | -1 | -3 | -1 | 91
COc1ccc(S(=O)(=O)N2CCN(CCCOc3ccc(F)cc3)CC2)cc1OC | 1 | 4.7 | -2 | 8 | 3 | 0 | -7 | -2 | 91
COCCCNC(=O)c1ccc2c(=O)n(Cc3ccc(OC)cc3)c(=O)[nH]c2c1 | -1 | 2.7 | -14 | -6 | -1 | 2 | 3 | 0 | 98
O=C(Nc1ncc(Cc2cccc([N+](=O)[O-])c2)s1)c1ccco1 | -2 | -0.8 | 6 | -10 | -2 | 3 | 0 | 2 | 106
Cc1cc(S(=O)(=O)NCCc2ccccc2)ccc1-n1cnnn1 | -3 | 2.4 | -14 | -6 | -3 | 0 | -3 | -2 | 94
Cc1cc(C)c2nc(-c3ccccn3)cc(C(=O)Nc3ccc(S(=O)(=O)Nc4onc(C)c4C)cc3)c2c1 | 0 | 4.1 | 26 | 2 | 2 | 13 | 60* | 2 | 96
Cc1cc(NC(=O)Cn2nc(C(F)(F)F)c3c2CCCC3)no1 | -2 | 0.4 | -1 | 5 | -1 | 1 | -3 | -1 | 81
CC1=CC(C)(C)N2C(=O)C(=Nc3ccc(O)cc3)c3cccc1c32 | -3 | 8.5 | 30 | -1 | 5 | 4 | -14 | 44* | 92
C/C(=N\NS(=O)(=O)c1ccc(C)c([N+](=O)[O-])c1)c1cc2ccccc2o1 | 1 | 1.9 | -2 | 10 | 2 | -1 | -3 | 0 | 97
CCCCOC(=O)c1ccc(NC(=O)C(=O)NCc2cccnc2)cc1 | 4 | 3.0 | 1 | -15 | -8 | -3 | -490 | -4 | 113

An excerpt of these results, with two lines to a compound:
Every second line gives: TPT1 inhibitor | PP5 primary | ZTA counter | EBNA-1 inh | GASC-1 inh | PP1 counter | HCV core dimer | CTSL1 counter | CR mimetic SO
COCCCNC(=O)c1ccc2c(=O)n(Cc3ccc(OC)cc3)c(=O)[nH]c2c1
→ -1 | 2.7 | -14 | -6 | -1 | 2 | 3 | 0 | 98
O=C(Nc1ncc(Cc2cccc([N+](=O)[O-])c2)s1)c1ccco1
→ -2 | -0.8 | 6 | -10 | -2 | 3 | 0 | 2 | 106
Cc1cc(S(=O)(=O)NCCc2ccccc2)ccc1-n1cnnn1
→ -3 | 2.4 | -14 | -6 | -3 | 0 | -3 | -2 | 94
Cc1cc(C)c2nc(-c3ccccn3)cc(C(=O)Nc3ccc(S(=O)(=O)Nc4onc(C)c4C)cc3)c2c1
→ 0 | 4.1 | 26 | 2 | 2 | 13 | 60* | 2 | 96
Cc1cc(NC(=O)Cn2nc(C(F)(F)F)c3c2CCCC3)no1
→ -2 | 0.4 | -1 | 5 | -1 | 1 | -3 | -1 | 81
CC1=CC(C)(C)N2C(=O)C(=Nc3ccc(O)cc3)c3cccc1c32
→ -3 | 8.5 | 30 | -1 | 5 | 4 | -14 | 44* | 92
C/C(=N\NS(=O)(=O)c1ccc(C)c([N+](=O)[O-])c1)c1cc2ccccc2o1
→ 1 | 1.9 | -2 | 10 | 2 | -1 | -3 | 0 | 97
CCCCOC(=O)c1ccc(NC(=O)C(=O)NCc2cccnc2)cc1
→ 4 | 3.0 | 1 | -15 | -8 | -3 | -490 | -4 | 113

Next entries:
SMILES | TPT1 inhibitor | PP5 primary | ZTA counter | EBNA-1 inh | GASC-1 inh | PP1 counter | HCV core dimer | CTSL1 counter | CR mimetic SO
C=CCN1CC(=O)N2C(C)c3[nH]c4ccccc4c3C[C@H]2C1=O (some centres undefined) | -2 | -2.3 | 6 | -14 | -42 | 1 | -2 | -2 | 91
CCN(CCN(C)C)C(=O)Cn1ncc2c1-c1cc(C)ccc1OC2 | 0 | -0.2 | 19 | 18 | -11 | -5 | 0 | -1 | 104
COc1ccc(Cl)cc1NC(=O)CN(C)C(=O)c1ccc2n[nH]nc2c1 | . | 0.9 | 1 | . | -1 | 1 | . | . | 96
Nc1cc(=O)[nH]c(SCC(=O)Nc2ccc(S(=O)(=O)N3CCOCC3)cc2)n1 | -2 | 0.1 | -7 | 10 | 0 | 0 | 1 | 0 | 82
CCc1ccc(S(=O)(=O)NCCc2cn3ccccc3n2)s1 | 1 | -1.2 | -9 | 2 | 1 | 0 | -5 | -4 | 102
CC1CC(C)CN(CCCNC(=O)Cn2ncn3cccc3c2=O)C1 (centres undefined) | -4 | 1.7 | -8 | -5 | 2 | -1 | -4 | 2 | 97
Cc1ccc(C)c(C(C)NC(=S)NCc2ccc(F)cc2)c1 (centres undefined) | -9 | 5.2 | -14 | -6 | -21 | -5 | 2 | 3 | 129
Cc1ccc(CN2[C@@H]3c4ccccc4C[C@@H]3OCCS2(=O)=O)cc1 | 2 | 4.1 | -3 | -7 | 10 | 5 | -1 | 0 | 107
CCOc1ccc(Nc2oc(-c3cccs3)nc2C#N)cc1 | 3 | 4.3 | 4 | -4 | 58 | -6 | -9 | -3 | 105
CCc1ccccc1NC(=O)NCCN1CCCCC1 | 1 | 0.6 | -6 | -10 | 31 | 0 | 3 | -7 | 93
COc1ccc(/C=C2\Oc3cc(OC(=O)N4CCOCC4)ccc3C2=O)cc1 | 0 | 1.7 | -17 | 2 | -14 | -4 | -7 | 3 | 93
CC1CCCC(C)N1C(=O)c1ccc2c(c1)S(=O)(=O)c1ccccc1C2=O (centres undefined) | -1 | 1.7 | 13 | -2 | 0 | 1 | -1 | 5 | 104
N/C(=N\OC(=O)C(c1ccccc1)c1ccccc1)c1ccncc1 | -2 | 1.0 | -4 | 2 | 1 | 2 | 4 | 0 | 81
O=C1c2ccccc2-c2nnc(-c3ccc(O)cc3)cc21 | 4 | 4.8 | -9 | 6 | -24 | -1 | -1 | 0 | 104
OCCC1CN(Cc2cccc3c2OCO3)CCN1C1CCCC1 (centres undefined) | -4 | 0.1 | 2 | 18 | 3 | -2 | -3 | 0 | 71
CC(C)N1CC(C(=O)Nc2cccc([N+](=O)[O-])c2)CC1=O (centres undefined) | 1 | 1.6 | 9 | -17 | -1 | -1 | 4 | -5 | 105
CC(=O)Nc1ccccc1OCC(=O)NC(C)c1ccccc1 (centres undefined) | 2 | 2.2 | -27 | -1 | 18 | -4 | -3 | 0 | 94
Cc1ccc(NC(=S)N(CCCN2CCOCC2)Cc2ccco2)cc1Cl | -1 | 2.4 | 4 | 10 | 20 | -1 | 4 | -3 | 98
CC(C)(C)C(=O)Nc1cccc(-c2nc3ccccc3[nH]2)c1 | -2 | 1.1 | 9 | 2 | 5 | 23* | -1 | 0 | 98
C=C(C)COc1ccc(-c2nc(N)ncc2Oc2ccccc2OC)c(O)c1 | 0 | 3.9 | -3 | -1 | . | -2 | 10 | 0 | 108
COc1ccc(-c2ccc(CCC(=O)O)n2CC(C)C)cc1 | 6 | -0.2 | 2 | 2 | 7 | -2 | 1 | 4 | 84
CCC(=O)Nc1ccc(Cl)c(NC(=O)c2ccc(Br)o2)c1 | -1 | 0.7 | 1 | 1 | -8 | -5 | -2 | -3 | 89
CCOc1ccc(C(C)=O)cc1COC(=O)C1=COCCO1 | 2 | 1.0 | -3 | 3 | -8 | 2 | 0 | -6 | 99
c1ccc(C2CCC(N3CCC(N4CCCCC4)CC3)CC2)cc1 (centres undefined) | 0 | 0.0 | 5 | -7 | 3 | 1 | -2 | 2 | 105
CCCCCCCCCCCC(=O)N1CC(=O)NC(=O)C1 | 0 | 1.2 | -5 | 2 | 51 | -1 | -2 | -3 | 104
O=C1CC(C(=O)NCc2ccccc2)N=C(N2CCCCC2)N1 (centres undefined) | -5 | -1.5 | 10 | 11 | -1 | -3 | 0 | -4 | 103
COc1ccc(N/N=C(\C#N)C(=N)N2CCOCC2)cc1 | 5 | 0.3 | -7 | -15 | -4 | -3 | -8 | 0 | 98
Cc1ccc(C(=O)NCCCNCCCN(C)C)cn1 | -3 | -0.3 | -20 | -16 | 20 | -2 | -3 | -4 | 88
CC1(C)CC(=O)/C(=C(\O)CCCN2C(=O)c3ccccc3C2=O)C(=NCCO)C1 | -2 | 0.6 | 2 | -1 | 3 | 2 | -1 | -8 | 104
CC(C(Sc1ccccc1N)c1ccccc1)[N+](=O)[O-] (centres undefined) | -1 | 0.7 | 4 | -5 | 13 | -1 | -3 | -1 | i
COc1ccc(CCNc2ccc(C(CC(N)=O)NC(=O)c3ccccc3)cc2[N+](=O)[O-])cc1 (centres undefined) | 16 | -1.9 | 15 | 15 | -21 | 1 | 5 | 7 | 97
O=C1c2ccccc2C(=O)N1c1ccccc1S(=O)C(F)(F)F (centres undefined) | 2 | 3.4 | 4 | -8 | -8 | -4 | -1 | -4 | 118
COc1ccc(S(=O)(=O)N(C)c2ccc(C(=O)Nc3cccnc3)cc2)cc1 | 3 | 1.4 | -2 | 3 | 10 | -7 | -3 | 0 | 123
CCN(CC)S(=O)(=O)c1ccc2c(c1)nc(CCC(=O)OCC(=O)N1CCc3ccccc31)n2C | -7 | -2.7 | -6 | 2 | 10 | -2 | 5 | 4 | 104
COc1cccc(OC)c1NC(=O)CN1CCN(C)CC1 | -2 | -0.8 | -3 | 5 | 2 | 2 | -15 | 1 | 100
O=C(CCC(=O)OCCCC(F)(F)C(F)(F)F)Nc1ccc(Cl)cc1Cl | 3 | -0.1 | 6 | -7 | 17 | 5 | -7 | -13 | 109
O=C(Nc1nc(-c2cc3ccccc3oc2=O)cs1)c1ccc(Br)o1 | -2 | -0.5 | -15 | -2 | 1 | 1 | -1 | 5 | 92
Cc1ccc(S(=O)(=O)NCCNS(=O)(=O)c2ccc(C)cc2)cc1 | -6 | 1.3 | -8 | 2 | 1 | -1 | 0 | -4 | 108
CCN(CC)c1ccc2cc(C(=O)NCc3ccc(F)cc3)c(=N)oc2c1 | 78* | 1.8 | 13 | 4 | -4 | 0 | 1 | 5 | 102
COc1ccc(/C=N/Nc2nccnc2Cl)cc1 | -3 | -1.0 | -10 | 10 | 29 | -2 | -2 | 2 | 99
